High-throughput results: PubChem, National Center for Advancing Translational Sciences (NCATS)
Giardia FBPA inh: inhibitors of Giardia lamblia fructose-1,6-bisphosphate aldolase | purified Giardia FBPA | Potency, µM (highest dose often 59.6 µM), for inactives: top-dose activity, negative = inhibition, actives largely listed as inhibitors | 0.71% of 290,000 active | AID 2451; also: potency is read from the fitted curve at half-maximal effect; nearly all actives have a fitted effect of over 55% in size
Target sequence (A8B2U2 whole entry, looked up): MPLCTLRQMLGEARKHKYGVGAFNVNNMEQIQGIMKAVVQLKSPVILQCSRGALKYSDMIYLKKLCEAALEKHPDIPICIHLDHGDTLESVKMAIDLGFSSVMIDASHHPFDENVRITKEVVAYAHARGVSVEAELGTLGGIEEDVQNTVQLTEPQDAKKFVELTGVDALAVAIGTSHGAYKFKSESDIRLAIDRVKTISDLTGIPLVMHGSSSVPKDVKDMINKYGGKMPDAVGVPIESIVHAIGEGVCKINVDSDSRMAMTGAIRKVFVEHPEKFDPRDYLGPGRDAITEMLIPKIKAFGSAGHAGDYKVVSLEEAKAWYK
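40 nM FBPA preincubated 10 min at RT with compound (up to 57.5 uM final), then substrate plus GAPDH/TPI/NAD/arsenate coupling and diaphorase/resazurin added. Fluorescence read after 20 min at RT, 525/598 nm.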
AMA1 RON2 block: inhibitors of Plasmodium falciparum AMA1-RON2 interaction | Potency, µM (highest dose often 58.2 µM), for the others: top-dose activity change, negative = inhibition, most hits filed as inhibitors | AID 720542 | 0.2% of 360,000 active | AlphaScreen AMA1-biotinylated RON2 peptide binding;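 also: potency is read from the fitted curve at half-maximal effect; 0% = vehicle wells and -100% = peptide control; nearly all actives have a fitted effect of over 45% in size; some results filed as inactive show a strong effect at the top dose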
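AMA1 (3D7) with his tag at 25 nM final met compounds first, then biotinylated RON2 peptide at 25 nM; detection used donor plus acceptor beads, 10 µg/mL apiece, read by AlphaScreen after 30 min at room temperature.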
AmpC inh detg: inhibitors of E. coli AmpC beta-lactamase with detergent. P00811. AmpC hydrolysis of nitrocefin, absorbance 480 nm, 0.01% Triton. Potency, µM (highest dose often 114 µM), without a hit: at the highest dose activity change, negative = inhibition, actives largely listed as inhibitors. 0.041% of 370,000 active;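 also: potency is read from the fitted curve at half-maximal effect; 0% = no-compound wells and -100% = no-enzyme wells; nearly all actives have a fitted effect of over 25% in size; some results filed as inactive show a strong effect at the top dose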
Target sequence (P00811 whole entry, looked up): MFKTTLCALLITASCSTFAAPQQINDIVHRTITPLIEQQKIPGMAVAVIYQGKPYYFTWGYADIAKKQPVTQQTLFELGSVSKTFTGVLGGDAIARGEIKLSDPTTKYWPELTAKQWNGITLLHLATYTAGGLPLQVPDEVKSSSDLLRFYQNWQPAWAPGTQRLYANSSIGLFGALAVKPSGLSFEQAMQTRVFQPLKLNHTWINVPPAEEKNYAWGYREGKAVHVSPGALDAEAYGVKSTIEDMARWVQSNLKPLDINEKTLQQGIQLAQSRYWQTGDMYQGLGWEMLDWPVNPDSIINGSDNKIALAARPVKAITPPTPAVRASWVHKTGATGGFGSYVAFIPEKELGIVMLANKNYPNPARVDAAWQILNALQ
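AmpC (5.3 nM in the dispensed reagent) in 20 mM phosphate pH 7.0 with 0.01% (detergent screen) or 0.0001% Triton X-100 was preincubated with compounds for 15 min at room temperature. Nitrocefin was then added from an 800 uM solution, and hydrolysis was followed at 480 nm.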
AmpC no deterg: AmpC beta-lactamase inhibition without detergent; P00811; AmpC nitrocefin hydrolysis, absorbance 480 nm, 0.0001% Triton; Potency, µM (top dose mostly 57.1 µM), for inactives: at the highest dose activity change, negative = inhibition, actives largely listed as inhibitors; 0.52% of 330,000 active; AID 485341;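 also: potency is read from the fitted curve at half-maximal effect; plate controls were no compound for no effect and no enzyme for full effect; nearly all actives have a fitted effect of over 20% in size; some results filed as inactive show a strong effect at the top dose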
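20 mM phosphate pH 7.0 + 0.01% (detergent screen) or 0.0001% Triton X-100; 5.3 nM AmpC reagent; cpd preinc 15 min RT; nitrocefin (800 uM stock) to start; A480 q20 s × 4 min; Activity was normalised to no-enzyme and no-compound control wells.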
HCMV inh: human cytomegalovirus inhibition; activity change, negative = inhibition, % at 57.5 µM; 4.5% of 410,000 active; HFF cells, HCMV-luciferase reporter, 72 h; active compounds read low; in the data active = activity change below about -60%; inconclusive = no clear call, values can overlap the other calls; inactive = above about -39%
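Luciferase read-out from HCMV-luciferase-infected HFFs (MOI 1 PFU/cell) 72 h post infection at 37C; compounds added after 16 h cell attachment; activity normalized between buffer-only basal and Salinomycin (10uM) inhibitor controls.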
Sm TGR block: inhibitors of Schistosoma mansoni thioredoxin glutathione reductase | Q962Y6 | purified TGR, DTNB reduction, TNB absorbance 405 nm | Potency, µM (titrated, usually from 114 µM), without a hit: top-dose activity change, negative = inhibition, hits mostly inhibitors | 3% of 360,000 active | AID 485364; also: potency is read from the fitted curve at half-maximal effect; nearly all actives have a fitted effect of over 60% in size
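Kinetic colorimetric format: TGR-catalysed, NADPH-driven DTNB reduction monitored via TNB absorbance. Enzyme dispensed at 20 nM; compound exposure 15 min at room temperature before reaction start.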
Starred values were filed as active, the others as inactive; ? = inconclusive; / = not tested or not shown; & = joins results of further samples; [ ] = dose if it differs, or a comment. Unless noted, calls follow the shape of the dose curve; as a rule, active = well fitted curve in the direction sought with a large enough effect; inconclusive = small, poorly fitted or top-dose-only effect, or another doubt; inactive = no such curve, though single readings can be large; an effect the other way counts as inactive or inconclusive. Unless noted, % is scaled to controls: 0 for no effect and ±100 for the full control effect.

no. | SMILES | Giardia FBPA inh | AMA1 RON2 block | AmpC inh detg | AmpC no deterg | HCMV inh | Sm TGR block
1 | CCOC(=O)Cn1c(-c2ccccc2)ccc(C#N)c1=O | -16% | 16% | -1% | -17% | -15 | 9%
2 | Cc1ccc(NC(=O)CSc2ncc(-c3ccccc3)[nH]2)cc1 | / | / | 0% | / | -15 | -1%
3 | CCc1ccc(CN(C(=O)c2ccc(OC)cc2)C2CCS(=O)(=O)C2)cc1 (stereo unspecified) | / | / | 4% | / | 18 | 7%
4 | CCOc1ccc2nc(-c3ccccc3)nc(SCC(=O)Nc3ncc(C)s3)c2c1 | 20% | 4% | 9% | -8% | -1 | -21%
5 | Cn1cc(C(=O)C(=O)N2CCc3ccccc32)c2ccccc21 | / | -16% | 7% | -18% | 30 | 0%
6 | COc1ccc(OC)c(S(=O)(=O)N2CCC(C(=O)NC3CCCC3)CC2)c1 | -2% | 0% | ? | -5% | -5 | 0%
7 | COc1ccc(CN(C(=O)Cc2coc3ccc(C)cc23)C2CCS(=O)(=O)C2)cc1 (stereo unspecified) | / | / | 2% | / | -1 | 0%
8 | Cc1ccc(Cn2c(C)c3cnn(CC(=O)NC4CCCC4)c(=O)c3c2C)cc1 | -2% | 2% | -9% | -12% | -16 | ?
9 | O=C(CCCn1c(=O)oc2ccccc21)N1CCc2ccccc2C1 | 3% | ? | -3% | -14% | 93 | 5%
10 | CCOc1ccccc1NC(=S)N1CCC(NC(=O)C(C)(C)C)CC1 | -1% | -16% | -1% | -14% | -7 | 1%[57.1 µM]
11 | COc1cccc(-c2coc3c(C)c4oc(=O)c(CCC(=O)O)c(C)c4cc23)c1 | 2%&8% | 8% | 2% | 120%[activator] | -18 | 0%
12 | Nc1ncc(Br)cc1S(=O)(=O)NCCC(=O)NCc1ccc(F)cc1 | / | -10% | 6% | -7% | ? | 5%
13 | Clc1ccc(-c2cc(CN3CCCCC3)no2)cc1Cl | -1% | -14% | 1% | 36% | ? | 6%
14 | COc1ccc(CN(CC(=O)NCCC(C)C)C(=O)CCC(=O)Nc2nccs2)cc1 | 6% | 5% | -2% | 58%[activator] | 43 | 3%
15 | Cc1cccc(C(=O)NCN2CCN(c3ccccc3C#N)CC2)c1 | -6%&3% | -5% | / | / | 17 | /
16 | O=C(C[n+]1ccn(-c2ccccc2)c1)c1ccc([N+](=O)[O-])cc1 | -5% | 12% | -2% | -12% | -63* | -2%
17 | Cc1ccc(NC(=O)COC(=O)c2cc(=O)c3ccccc3o2)cc1F | / | 0% | -5% | -22% | -7 | 2%
18 | CNS(=O)(=O)c1ccc(C(=O)NCC(=O)NCCC(c2ccccc2)c2ccccc2)cc1 | / | 21% | ? | -15% | 39 | 1%
19 | O=C(Cc1ccc([N+](=O)[O-])cc1)N/N=C/c1ccccc1F | -9% | 2% | 2% | -18% | -2 | -3%
20 | COc1ccc(OCC(=O)N/N=C/c2ccncc2)cc1 | 4% | -9% | -5% | -21% | -7 | -11%
21 | COC(=O)C1=C(C)Nc2c(c(=O)n(C)c(=O)n2C)C1c1ccncc1 (stereo unspecified) | 1% | -7% | -1% | 3% | 3 | 36%
22 | COCC(=O)Nc1c(C(=O)Nc2ccc3c(c2)OCO3)oc2ccccc12 | -2% | 0% | -10% | -21% | 72 | -11%
23 | O=C(NCc1ccccc1)c1c(F)c(F)c(F)c(F)c1F | 0% | 19% | ? | -12% | -22 | -13%
24 | Cc1cccc(NCCC(=O)c2ccc([N+](=O)[O-])cc2)c1C | -6% | -4% | 9% | -21% | 9 | /
25 | O=C(Nc1nccs1)c1csc2c1CCCC2 | -4% | -7% | 1% | -27% | 0 | -4%
26 | CN(C(=O)COC(=O)C1CCN(S(=O)(=O)c2cccs2)CC1)c1ccccc1 | 2% | -1% | 2% | 39% | -36 | 4%
27 | COC(CNC(=O)CCc1c(C)nc2c(-c3ccc(F)cc3)c(C)nn2c1C)OC | -2% | ? | 0% | 152%[activator] | 96 | -14%
28 | CC(C)NC(=O)CSc1nc(N)c(-c2ccccc2)c(=O)[nH]1 | 1% | -9% | 8% | -14% | -30 | 0%
29 | COCCCNc1ccc([N+](=O)[O-])cc1C(=O)Nc1cccc(C)n1 | -1% | -13% | -2% | -1% | 8 | 7%
30 | O=C(CSc1ncn[nH]1)c1ccc2c(c1)OCO2 | -22% | -2% | -11% | -17% | 35 | -4%
31 | COc1ccc(NC(=O)NNC(=O)C(C)Oc2ccc3ccccc3c2)cc1OC (stereo unspecified) | 3% | 82%[activator] | ? | -11% | -11 | -8%
32 | CC1CCN(C(=O)C(=O)Nc2sc3c(c2C(=O)O)CC(C)(C)OC3)CC1 | / | 147%[activator] | -3% | -16% | -12 | -12%
33 | Cc1ccccc1S(=O)(=O)Cc1ccc(C(=O)NCCCN2CCCC2)o1 | ? | -3% | ? | 54% | -27 | -20%
34 | CN(C)S(=O)(=O)c1ccc2c(c1)nc(CCC(=O)Nc1ccc3c(c1)OCO3)n2C | -11% | -1% | -4% | -22% | 45 | -10%
35 | CC(Nc1ccc(-c2nc(-c3cccnc3)no2)cc1[N+](=O)[O-])c1ccccc1 (stereo unspecified) | / | / | 26% | / | 0 | 1%
36 | CCN(CC)C(=O)CN(c1ccc(C)cc1)S(=O)(=O)c1ccc(SC)cc1 | -3% | -6% | 2% | 73%[activator] | -39 | 3%
37 | COc1ccc(NS(=O)(=O)c2ccc(C(=O)N(C)Cc3ccc(C)o3)cc2)cc1 | / | -8% | / | -8% | -6 | /
38 | Cc1nc(N(C)C)c2sc(=S)n(C)c2n1 | -1% | -8% | -13% | -13% | -3 | 16%
39 | O=C(NC1CCCc2ccccc21)C1CCN(S(=O)(=O)c2cccc(C(F)(F)F)c2)CC1 (stereo unspecified) | 2% | -1% | -13% | 13% | 10 | 7%
40 | CCOC(=O)/C(C#N)=C1/C=CN(c2ccc(C)cc2)C=N1 | 2% | -1% | 0% | -4% | -13 | 3%

Remaining list, next part.
cpd | smiles | Giardia FBPA inh | AMA1 RON2 block | AmpC inh detg | AmpC no deterg | HCMV inh | Sm TGR block
41 | CC(=O)c1sc2nsc(SCCN3CCOCC3)c2c1N | ? | 9% | 7% | 18% | -26 | -1%
42 | Clc1ccc(CSc2ccc(-c3cccnc3)nn2)cc1 | -4% | -2% | 3% | -1% | 0 | -2%
43 | Cc1ccc(C(=O)NC2CC(C)(C)NC(C)(C)C2)c(C)c1 | 6% | -1% | ? | -17% | 67 | 4%
44 | CCCN1CCN(S(=O)(=O)c2cc3c(cc2C)NC(=O)CO3)CC1 | -10% | -4% | -12% | -14% | -10 | 1%
45 | CC1(C)CC(=O)C2=C(C1)NC1=C(C(=O)c3ccccc31)C2c1cc([N+](=O)[O-])ccc1O (stereo unspecified) | 1% | ? | 8% | -57% | 0 | -32%
46 | O=S(=O)(Nc1nc2ccc(S(=O)(=O)N3CCCC3)cc2s1)c1ccc(F)cc1 | 27% | 9% | -11% | -54% | 11 | 0%
47 | COc1ccc(Br)cc1/C=N/NC(=O)C[n+]1ccccc1 | -5% | 14% | -1% | -13% | 3 | 2%
48 | Cc1ccc(S(=O)(=O)NCc2cn3ccccc3n2)c(C)c1 | / | 0% | 0% | 0% | -22 | -10%

4 records picked at random from those above:
cpd | smiles | Giardia FBPA inh | AMA1 RON2 block | AmpC inh detg | AmpC no deterg | HCMV inh | Sm TGR block
48 | Cc1ccc(S(=O)(=O)NCc2cn3ccccc3n2)c(C)c1 | / | 0% | 0% | 0% | -22 | -10%
42 | Clc1ccc(CSc2ccc(-c3cccnc3)nn2)cc1 | -4% | -2% | 3% | -1% | 0 | -2%
46 | O=S(=O)(Nc1nc2ccc(S(=O)(=O)N3CCCC3)cc2s1)c1ccc(F)cc1 | 27% | 9% | -11% | -54% | 11 | 0%
43 | Cc1ccc(C(=O)NC2CC(C)(C)NC(C)(C)C2)c(C)c1 | 6% | -1% | ? | -17% | 67 | 4%

Along the list, from the results shown.
Compounds 41 to 48 in AMA1 RON2 block, in turn: 9%, -2%, -1%, -4%, ?, 9%, 14%, 0%
Compounds 41 to 48 in AmpC inh detg, in turn: 7%, 3%, ?, -12%, 8%, -11%, -1%, 0%

Further results follow.
cpd | smiles | Giardia FBPA inh | AMA1 RON2 block | AmpC inh detg | AmpC no deterg | HCMV inh | Sm TGR block
49 | COc1ccc(CN(C)Cc2c(O)ccc3cc(Br)ccc23)cc1OC | -10% | 34%[activator] | -12% | 12% | -66* | 8.9µM*
50 | CCOCCCNc1nc2ccccc2[nH]1 | -16% | -2% | 0% | -24% | 16 | -9%
51 | CC(=O)Nc1ccc(C2NC(=O)CCC2[N+](=O)[O-])cc1 (stereo unspecified) | 0% | -9% | -8% | -6% | 9 | 0%
52 | Cc1c(NC(=O)C2CCCN2C(=O)c2cccs2)c(=O)n(-c2ccccc2)n1C (stereo unspecified) | 6% | 21% | -12% | -19% | 20 | -5%
53 | Cn1c(SCC(=O)c2c(N)n(C)c(=O)n(C)c2=O)nnc1-c1ccc(F)cc1 | -10% | -3% | -4% | -51% | -12 | -6%
54 | Cc1cc(Cl)ccc1NC(=S)N1CCC(C(N)=O)(N2CCCCC2)CC1 | 2% | 7% | -12% | -48% | 5 | -1%
55 | Cc1ccc(N=Cc2nc(-c3ccco3)oc2O)cc1 | -4% | -4% | -12% | -12% | ? | -14%
56 | O=C(NCc1ccc(F)cc1)C1CCCN(S(=O)(=O)c2ccc(-n3cnnn3)cc2)C1 (stereo unspecified) | 7% | -12% | 4% | -9% | -10 | 3%
57 | COc1ccc(C(CC(=O)Nc2ccc(Cl)cc2F)NC(=O)C(F)(F)F)cc1 (stereo unspecified) | -4% | -2% | -1% | -20% | -89* | -6%
58 | Fc1cccc(F)c1/C=N/NC(=S)Nc1cccnc1 | ? | 49%[activator] | ? | -26% | ? | 2%
59 | Cc1noc(C)c1NC(=O)N(C)C[C@H]1Oc2ccc(NS(=O)(=O)c3cn(C)cn3)cc2C(=O)N([C@H](C)CO)C[C@@H]1C | / | -2% | / | -16% | -8 | /
60 | CNCC(=O)Nc1ccc(Cl)c(C(F)(F)F)c1 | -1% | 5% | 0% | -5% | -26 | 5%
61 | Cc1cc(C)c(NC(=O)C2CCCO2)c(C)c1NC(=O)C1CCCO1 (stereo unspecified) | 21% | -7% | 0% | -15% | -28 | 2%
62 | O=C(NCc1ccc(F)cc1)C(c1ccncc1)N(C(=O)c1csnn1)C1CC1 (stereo unspecified) | 2% | -11% | -3% | -14% | -11 | -21%
63 | Cc1ccc(-c2noc(CSc3nnnn3C3CCCCC3)n2)cc1 | 1% | 28% | ? | -28% | -15 | 2%
